Diaphorase inh: counter-screen for diaphorase-based assays: diaphorase inhibitors and chemical oxidizers; diaphorase resazurin-to-resorufin fluorescence, NADH, 16 min; bacterial (C. kluyveri) enzyme, not human; inhibition, % at 20 µM; 0.69% of 190,000 active; AID 1217;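 active = primary screen inhibition at 20 µM above a set limit, cut at about 50% in these data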;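 also: plate controls were DMSO with full reaction for no effect and wells lacking NADH for full effect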
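Assay system – diaphorase enzyme from Clostridium kluyveri · Amount – diaphorase 0.14 U/mL (working solution) · Times – reaction incubation of 16 min at room temperature · Controls – No-NADH positive control and DMSO neutral control · Signal – resorufin fluorescence 544/590 nm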
FLuc stim CS: affects firefly luciferase, flagging false hits in luciferase stimulation screens; ATPlite luciferase biochemical, luminescence, 10 min; 0 = ATP-free wells, 1 = DMSO control; 200,000 tested, under 10 active; P08659; activation factor at 10 µM; AID 1027;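 active = luciferase activation factor, scaled between plate controls, of at least 2 with compound at 10 µM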
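Material: luciferase plus luciferin reagent, cell-free. Medium: PBS buffer for ATP. Also added: ATP substrate, dispensed from a 10.24 µM working solution in PBS. Doses: test compounds dosed from 2 mM stocks in 100% DMSO. Incubation: 10 min post-reagent at room temperature. Technique: light output (luminescence). Read-out basis: luminescence gain marking luciferase activators.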
TLR4-MyD88 BLA: TLR4-MyD88 interaction inhibition in cells. O00206+Q99836. HeLa CL3-4 TLR4/MyD88 BLA complementation, FRET ratio. inhibition, % at 8.4 µM. 0.18% of 200,000 active. AID 861; in the data active = inhibition above about 25%;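 also: 0% = vehicle and 100% = reference inhibitor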
Target sequence (O00206 whole entry, looked up): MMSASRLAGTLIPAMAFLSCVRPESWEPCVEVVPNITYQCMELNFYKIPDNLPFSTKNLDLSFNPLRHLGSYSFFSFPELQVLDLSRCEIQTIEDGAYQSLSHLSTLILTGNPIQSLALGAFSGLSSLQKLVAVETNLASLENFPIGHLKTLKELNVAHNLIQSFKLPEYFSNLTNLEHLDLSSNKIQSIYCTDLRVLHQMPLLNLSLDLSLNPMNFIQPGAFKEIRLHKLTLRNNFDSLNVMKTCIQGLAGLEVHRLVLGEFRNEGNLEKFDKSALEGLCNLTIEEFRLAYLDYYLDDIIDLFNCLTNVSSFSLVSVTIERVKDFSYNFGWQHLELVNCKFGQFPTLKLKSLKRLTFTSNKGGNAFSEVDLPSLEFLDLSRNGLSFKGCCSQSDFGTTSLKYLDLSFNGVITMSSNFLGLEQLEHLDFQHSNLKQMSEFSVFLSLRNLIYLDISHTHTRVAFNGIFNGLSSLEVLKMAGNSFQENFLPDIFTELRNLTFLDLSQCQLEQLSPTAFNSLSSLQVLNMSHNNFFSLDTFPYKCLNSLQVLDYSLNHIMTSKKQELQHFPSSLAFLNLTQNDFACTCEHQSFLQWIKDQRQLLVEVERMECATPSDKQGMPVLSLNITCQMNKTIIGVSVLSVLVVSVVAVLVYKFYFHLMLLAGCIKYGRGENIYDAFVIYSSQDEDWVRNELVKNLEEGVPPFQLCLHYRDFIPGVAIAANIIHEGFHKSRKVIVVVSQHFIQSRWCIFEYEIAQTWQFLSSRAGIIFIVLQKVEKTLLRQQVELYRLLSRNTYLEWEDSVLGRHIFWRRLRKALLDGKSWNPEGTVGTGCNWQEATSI
Target sequence (Q99836 whole entry, looked up): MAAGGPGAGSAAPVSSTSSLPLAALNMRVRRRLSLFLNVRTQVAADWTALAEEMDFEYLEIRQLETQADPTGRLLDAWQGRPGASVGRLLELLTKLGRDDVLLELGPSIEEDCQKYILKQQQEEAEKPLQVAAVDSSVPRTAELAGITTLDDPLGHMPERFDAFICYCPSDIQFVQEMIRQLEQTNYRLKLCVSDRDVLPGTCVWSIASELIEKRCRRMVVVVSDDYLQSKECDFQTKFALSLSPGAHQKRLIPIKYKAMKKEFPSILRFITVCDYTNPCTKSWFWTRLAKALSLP
STAT1 activator: activators of IFN-gamma induced STAT1 signaling | activation (% of control), % at 5.5 µM | AID 932 | NIH 3T3 STAT1-luciferase reporter, luminescence; 100% = IFN-gamma alone, no compound | 2.6% of 200,000 active;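 active = activation above the screen-wide mean activation plus 3 SD, cut at about 130% in these data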;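 also: raw ratio to IFN-gamma control signal so 100% means no change and 0% no light; values of inactives mirror those of a sister screen read the other way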
FLuc inhib CS: Photinus pyralis luciferase inhibition counter-screen; AID 1006; ATPLite firefly luciferase biochemical luminescence, 10 min; inhibition, % at 10 µM; P08659; 1.5% of 200,000 active;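 active = inhibition above about 50% when tested at 10 µM, limit read from the data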
APP transl inh: APP translation inhibition. inhibition, % at 2 µM. 0.82% of 190,000 active. SH-SY5Y APP 5'UTR-luciferase reporter, luminescence;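 active = inhibition above a set limit, derived from the sample mean plus 3 SD, cut at about 45% in these data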; also: values of inactives mirror those of a sister screen read the other way
G6PDH counter: counter-screen for G6PDH assay hits: L. mesenteroides G6PDH inhibition. Purified L. mesenteroides G6PDH, diaphorase/resazurin coupled fluorescence, 45 min. inhibition, % at 5 µM. 0.12% of 200,000 active. AID 1020; in the data active = inhibition above about 50%
Diaph act CS: diaphorase activation or chemical reduction counter-screen | Diaphorase/resazurin coupled assay, resorufin fluorescence, 16 min; stronger effect = higher value; 1 = vehicle wells, 0 = NADH-free wells | activation factor at 20 µM | 0.005% of 190,000 active | AID 1229;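 active = diaphorase activity raised at least twofold by the compound at 20 µM; inactive = activation factor below 2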
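System – purified diaphorase enzyme from Clostridium kluyveri · Input – enzyme 0.07 U/mL final · Also added – final NADH 0.114 mM, resazurin 0.1 mM · Measured by – fluorescence of resorufin, 544 nm excitation, 590 nm emission · Timing – 16 min enzyme reaction, ambient temperature · Measure – resorufin increase flagging diaphorase activators or reducers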
APP 5'UTR act: APP 5'UTR luciferase reporter activation; SH-SY5Y APP 5'UTR luciferase reporter, luminescence; zero percent = DMSO vehicle wells; 1% of 190,000 active; activation, % at 2 µM;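 active = activation above a set limit, based on mean plus 3 SD of controls, cut at about 140% in these data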; also: values of inactives mirror those of a sister screen read the other way
NF-kB expr up: raises NF-kB expression in human neuronal cells; 1.6% of 190,000 active; NF-kB reporter expression; stronger effect = higher value; fold change at 12.5 µM; in the data active = fold change above about 3.3
Active calls of the source: *; / = no result given.

molecule | Diaphorase inh | FLuc stim CS | TLR4-MyD88 BLA | STAT1 activator | FLuc inhib CS | APP transl inh | G6PDH counter | Diaph act CS | APP 5'UTR act | NF-kB expr up
Cc1ccc(S(=O)(=O)CCc2nc3ccccc3n2CCC#N)cc1 | 14 | 1.1 | 10 | 81 | -8 | 15 | 0 | 0.9 | -15 | 2.7
COc1ccc(NC(=O)c2sccc2C)c([N+](=O)[O-])c1 | 20 | 0.9 | -7 | 124 | 14 | -43 | -10 | 0.8 | 43 | 2.6
CC1CCCCC1NC(=O)Cn1nnc2ccccc2c1=O (stereo unspecified) | 7 | 1 | 9 | 97 | -4 | -7 | 2 | 0.9 | 7 | 1.1
CCc1nc(N)c(C#N)c(-c2cccc3ccccc23)c1C | 10 | 1.1 | -6 | 102 | -7 | -4 | 6 | 0.9 | 3 | 1.6
O=[N+]([O-])c1ccc(-c2nc3ccc([N+](=O)[O-])cc3[nH]2)cc1 | 14 | 1 | 6 | 131* | -1 | -30 | -1 | 0.9 | 30 | 1.4
CCC(C)(C)NC(=O)c1ccc2c(c1)S(=O)(=O)c1ccccc1C2=O | 14 | 1 | 0 | 90 | -1 | 1 | 18 | 0.9 | -1 | 0.71
COc1ccc(CCNC(=O)CCSc2nc(-c3ccco3)cc(C(F)(F)F)n2)cc1 | 4 | 1 | -1 | 100 | -2 | -14 | 4 | 1 | 13 | 1.6
Cc1cc(OCC#N)nc(N)n1 | 17 | 1.1 | -10 | 101 | -6 | 4 | 12 | 0.8 | -4 | 1.1
CCOC(=O)N1CCN(C(=O)c2nc3ccccc3s2)CC1 | 19 | 1 | -3 | 104 | 2 | -15 | 6 | 0.8 | 15 | 1.2
Cc1cc(C)c(C)c(S(=O)(=O)N2CCNCC2)c1C | 1 | 1.1 | -19 | 101 | -9 | -22 | 1 | 1 | 22 | 1.3

Compounds shown so far that contain an aryl methoxy group, in the order listed:
molecule | Diaphorase inh | FLuc stim CS | TLR4-MyD88 BLA | STAT1 activator | FLuc inhib CS | APP transl inh | G6PDH counter | Diaph act CS | APP 5'UTR act | NF-kB expr up
COc1ccc(NC(=O)c2sccc2C)c([N+](=O)[O-])c1 | 20 | 0.9 | -7 | 124 | 14 | -43 | -10 | 0.8 | 43 | 2.6
COc1ccc(CCNC(=O)CCSc2nc(-c3ccco3)cc(C(F)(F)F)n2)cc1 | 4 | 1 | -1 | 100 | -2 | -14 | 4 | 1 | 13 | 1.6

Carrying on:
molecule | Diaphorase inh | FLuc stim CS | TLR4-MyD88 BLA | STAT1 activator | FLuc inhib CS | APP transl inh | G6PDH counter | Diaph act CS | APP 5'UTR act | NF-kB expr up
Cc1ccc(N2C(=O)C3C4C=CC(CNC(=S)Nc5ccc(Cl)cc5)(O4)C3C2=O)cc1 (stereo unspecified) | 31 | 1 | -14 | 95 | -2 | 1 | 2 | 0.7 | -1 | 0.92
Cc1nc2ncc(Br)cc2[nH]1 | -4 | 1 | 9 | 103 | 0 | -4 | 8 | 1 | 4 | 1.4
Cc1cccc(NC(=O)Nc2ccc(C)c(C)c2)n1 | 10 | 0.8 | 1 | 129* | 16 | -2 | 2 | 0.9 | 2 | 2.1
CCOC(=O)C1CCN(C(=O)c2ccccc2NC(=O)c2ccc(Br)cc2)CC1 | 16 | 1 | 1 | 99 | -2 | 10 | 6 | 0.8 | -10 | 1.3
COc1cccc(/C=N\NC(=O)c2sc(N)nc2C)c1OC | 7 | 1 | -3 | 100 | 2 | 6 | -2 | 0.9 | -6 | 0.94
Cc1ccc(SCc2cc(=O)c3c(=O)n(-c4ccccc4)[nH]c3[nH]2)cc1 | 32 | 1 | 6 | 98 | -3 | -14 | 6 | 0.7 | 14 | 1.1
CS(=O)(=O)N1CCN(c2ccccc2NC(=O)c2cccnc2Cl)CC1 | 4 | 1.1 | -9 | 98 | -6 | 7 | -3 | 1 | -7 | 1.1
COc1ccc(C(=O)N2CCN(C3CCN(Cc4ccccc4)CC3)CC2)cc1OC | 11 | 1.1 | 10 | 96 | -6 | 3 | 11 | 0.9 | -3 | 0.75
CC1(C)CNC(=O)C=C(c2ccccc2)C1 | 16 | 1 | -4 | 91 | -4 | 11 | 5 | 0.8 | -11 | 0.99
Cc1ccc2c(C(=O)CSc3ccccc3)c(C)[nH]c2c1 | -1 | 1 | -10 | 116 | -3 | -52 | 6 | 1 | 52 | 1

Reprinted from the part before: two entries, followed by the next part.
molecule | Diaphorase inh | FLuc stim CS | TLR4-MyD88 BLA | STAT1 activator | FLuc inhib CS | APP transl inh | G6PDH counter | Diaph act CS | APP 5'UTR act | NF-kB expr up
CC1(C)CNC(=O)C=C(c2ccccc2)C1 | 16 | 1 | -4 | 91 | -4 | 11 | 5 | 0.8 | -11 | 0.99
Cc1ccc2c(C(=O)CSc3ccccc3)c(C)[nH]c2c1 | -1 | 1 | -10 | 116 | -3 | -52 | 6 | 1 | 52 | 1
CC(C)NS(=O)(=O)c1ccc(OCC(=O)N2CCCC2)cc1 | 10 | 1 | -3 | 110 | -4 | -13 | 8 | 0.9 | 13 | 0.97
COc1ccccc1N(CC(=O)NCCc1ccccc1)S(C)(=O)=O | -11 | 1 | -11 | 97 | 0 | -7 | -2 | 1.1 | 7 | 1.2
O=C1c2ccccc2C(=O)C12OC2c1ccc(Cl)cc1 (stereo unspecified) | 16 | 1.1 | -2 | 104 | -6 | 6 | 16 | 0.8 | -6 | 2.5
CCOc1ccc2[nH]c(=O)c(CN(CC3COCCO3)C(=O)c3ccco3)cc2c1 (stereo unspecified) | 5 | 1.1 | / | / | -5 | / | 17 | 0.9 | / | /
COc1ccc(N2C(=O)/C(=C\c3ccco3)N=C2SCC(=O)NC(C)C)cc1Cl | 20 | 1.1 | -4 | 96 | -7 | 2 | 1 | 0.8 | -2 | 1.1
Cc1ccccc1Nc1nc(N)nc(COC(=O)CCS(=O)(=O)c2ccccc2)n1 | 0 | 1.1 | 0 | 101 | -7 | -34 | 6 | 1 | 34 | 0.81
CCSc1nc2c(c(=O)[nH]c(=O)n2C)n1CC(O)COc1ccccc1 (stereo unspecified) | 15 | 1.1 | 2 | 93 | -9 | -4 | 7 | 0.9 | 4 | 0.78
COc1cc(C(=O)N[C@@H](C)C(=O)NCc2ccco2)cc(OC)c1OC | 7 | 1.1 | 6 | 102 | -8 | -12 | 5 | 0.9 | 12 | 1.1
Cc1ccc(OCc2ccc(C(=O)Nc3ccc(S(N)(=O)=O)cc3)o2)cc1 | 3 | 1 | 2 | 99 | -2 | -15 | 1 | 1 | 15 | 1.1
Cc1ccc(Nc2nc(N)nc(CN3CCN(c4ccccc4)CC3)n2)cc1Cl | 9 | 1.1 | 6 | 93 | -7 | 6 | 12 | 0.9 | -6 | 0.65

Marked active in STAT1 activator (from the list above):
compound | FLuc stim CS | TLR4-MyD88 BLA | STAT1 activator | APP transl inh | APP 5'UTR act | NF-kB expr up
O=[N+]([O-])c1ccc(-c2nc3ccc([N+](=O)[O-])cc3[nH]2)cc1 | 1 | 6 | 131* | -30 | 30 | 1.4
Cc1cccc(NC(=O)Nc2ccc(C)c(C)c2)n1 | 0.8 | 1 | 129* | -2 | 2 | 2.1

More entries follow:
molecule | Diaphorase inh | FLuc stim CS | TLR4-MyD88 BLA | STAT1 activator | FLuc inhib CS | APP transl inh | G6PDH counter | Diaph act CS | APP 5'UTR act | NF-kB expr up
CN(Cc1ccc(O)cc1)C1CCCCC1 | 8 | 1.1 | 5 | 99 | -9 | 1 | 2 | 0.9 | -1 | 1.2
COc1ccccc1CN1C[C@@H]2C[C@@H](c3cccc(C)c3)N3CCC[C@@]23C1=O | 9 | 1.1 | -7 | 90 | -7 | -24 | 1 | 0.9 | 24 | 1
O=C(Nc1ccc(Cc2ccncc2)cc1)C1CCC(N2C(=O)C3CC=CCC3C2=O)CC1 (stereo unspecified) | 8 | 1 | 8 | 84 | -4 | -13 | -3 | 0.9 | 13 | 0.52
O=C(NCc1n[nH]c(=S)n1-c1ccccc1)c1ccc(S(=O)(=O)N2CCCCC2)cc1 | 0 | 1 | 5 | 107 | 4 | 9 | 4 | 1 | -9 | 1.2
Cc1ccc(/C=C/C(=O)Nc2nnc(SCc3ccc(C#N)cc3)s2)o1 | 7 | 1.2 | 10 | 97 | -17 | 3 | -17 | 0.9 | -3 | 0.95
Cc1cccc(-n2cc(-c3ccccc3)c3c(NN4CCOCC4)ncnc32)c1 | 15 | 1 | -7 | 98 | -4 | -12 | 2 | 0.8 | 12 | 0.51
Cc1ccc2nc(N/N=C/c3ccccc3F)nc(-c3ccccc3)c2c1 | 33 | 1 | 5 | 92 | -2 | -13 | -18 | 0.7 | 13 | 1.4
COc1cccc(/C=N/NC(=O)CC2C(=O)NN=C2C)c1OC (stereo unspecified) | 5 | 1.1 | -9 | 91 | -9 | -6 | 4 | 0.9 | 6 | 1.1
COc1cccc(NC(C(=O)Nc2cccc(C(C)=O)c2)c2ccccc2)c1 (stereo unspecified) | 15 | 1.1 | -15 | 104 | -5 | -4 | -15 | 0.9 | 4 | 1.1
Cc1ccc(/C=c2/sc3n(c2=O)CCCN=3)o1 | 17 | 0.8 | 1 | 129* | 19 | -28 | 4 | 0.8 | 28 | 2.1
COc1ccc(N2CCN(CC(=O)Nc3ccccc3SC)CC2)cc1 | 14 | 1.1 | 7 | 97 | -6 | 5 | 12 | 0.9 | -5 | 0.91

Full records, quoted from the list.
`Cc1ccc2c(C(=O)CSc3ccccc3)c(C)[nH]c2c1` reads Diaphorase inh: -1; FLuc stim CS: 1; TLR4-MyD88 BLA: -10; STAT1 activator: 116; FLuc inhib CS: -3; APP transl inh: -52; G6PDH counter: 6; Diaph act CS: 1; APP 5'UTR act: 52; NF-kB expr up: 1
`COc1ccc(N2CCN(CC(=O)Nc3ccccc3SC)CC2)cc1` reads Diaphorase inh: 14; FLuc stim CS: 1.1; TLR4-MyD88 BLA: 7; STAT1 activator: 97; FLuc inhib CS: -6; APP transl inh: 5; G6PDH counter: 12; Diaph act CS: 0.9; APP 5'UTR act: -5; NF-kB expr up: 0.91

Screening data: PubChem, several laboratories

Rows were taken by chance. Share with any hit: about 5.6%.
